PLC-beta3 inh = human PLC-beta3 inhibitors, primary screen, biochemical, fluorescence. 1-phosphatidylinositol 4,5-bisphosphate phosphodiesterase beta-3 (Homo sapiens), Q01970. Purified PLC-beta3, fluorogenic substrate. inhibition, % at 12.2 µM. actives 0.18% (n = 370,000). AID 720704, 2013; in the data active means inhibition above about 11%;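 further: 0% = median of compound wells on plate and 100% = full blocker control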
Target sequence (Q01970 whole entry, looked up): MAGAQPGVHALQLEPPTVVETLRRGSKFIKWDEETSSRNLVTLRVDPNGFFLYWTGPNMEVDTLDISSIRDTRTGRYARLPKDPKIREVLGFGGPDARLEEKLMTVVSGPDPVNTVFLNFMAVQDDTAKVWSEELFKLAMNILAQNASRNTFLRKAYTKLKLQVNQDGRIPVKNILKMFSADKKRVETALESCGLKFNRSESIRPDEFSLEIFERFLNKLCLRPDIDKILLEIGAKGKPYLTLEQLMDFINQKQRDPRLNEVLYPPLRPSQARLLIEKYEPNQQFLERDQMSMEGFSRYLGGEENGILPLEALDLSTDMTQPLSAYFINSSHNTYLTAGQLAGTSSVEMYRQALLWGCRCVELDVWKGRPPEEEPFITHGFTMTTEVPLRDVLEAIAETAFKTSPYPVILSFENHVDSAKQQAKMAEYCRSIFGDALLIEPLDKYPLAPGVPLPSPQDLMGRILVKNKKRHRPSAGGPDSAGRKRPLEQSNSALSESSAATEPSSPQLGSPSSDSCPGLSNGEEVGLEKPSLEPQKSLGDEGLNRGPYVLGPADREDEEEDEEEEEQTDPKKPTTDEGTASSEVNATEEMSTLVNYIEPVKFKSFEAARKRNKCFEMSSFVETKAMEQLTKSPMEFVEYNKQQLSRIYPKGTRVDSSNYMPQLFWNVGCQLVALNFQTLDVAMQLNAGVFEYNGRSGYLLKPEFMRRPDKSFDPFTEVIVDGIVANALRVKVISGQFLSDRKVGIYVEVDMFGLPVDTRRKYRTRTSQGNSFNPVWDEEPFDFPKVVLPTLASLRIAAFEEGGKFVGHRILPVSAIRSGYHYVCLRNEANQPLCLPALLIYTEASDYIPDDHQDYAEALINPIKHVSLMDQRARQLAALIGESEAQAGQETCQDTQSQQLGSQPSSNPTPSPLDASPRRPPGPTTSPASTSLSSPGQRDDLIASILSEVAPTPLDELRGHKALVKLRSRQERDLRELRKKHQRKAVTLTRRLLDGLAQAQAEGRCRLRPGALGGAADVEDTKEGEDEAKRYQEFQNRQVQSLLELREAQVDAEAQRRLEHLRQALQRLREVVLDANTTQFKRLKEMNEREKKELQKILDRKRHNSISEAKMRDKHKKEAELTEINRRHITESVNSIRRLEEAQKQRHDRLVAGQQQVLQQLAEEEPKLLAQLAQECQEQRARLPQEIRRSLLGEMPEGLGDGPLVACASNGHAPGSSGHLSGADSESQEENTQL
SMARCA2 act = SMARCA2 (BRM) function activators, primary screen, cell-based, luminescence, high throughput. MG213 cells, MMTV-luciferase reporter, dexamethasone, overnight. actives 1% (n = 370,000). activation, % at 9.1 µM; in the data active means activation above about 7.8%;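 further: 0% = vehicle wells and 100% = reference activator wells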
hgDAF-12 ag = H. glycines DAF-12 receptor agonists, primary screen, cell-based, luminescence, HEK293, GAL4 fusion, UAS-luciferase. actives 1.8% (n = 370,000). HEK293 GAL4-hgDAF12 UAS-luciferase reporter, agonist luminescence; normalized to butyrate control. activation, % at 6.8 µM;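 active means activation above a cutoff set at the mean of all screened compounds plus 3 SD, cut at about 10% in these data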;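 further: 0% = DMSO wells and 100% = sodium butyrate wells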
sPLA2-III inh = human group III sPLA2 inhibitors, primary screen, biochemical, QFRET, BODIPY PC-A2 liposome substrate | Group 3 secretory phospholipase A2 (Homo sapiens), Q9NZ20 | QFRET BODIPY PC-A2 liposome hydrolysis, fluorescence | inhibition, % at 12.2 µM | actives 0.56% (n = 370,000);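 active means inhibition above mean plus 3 SD of compounds lying within the high and low control bounds, cut at about 19% in these data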;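 further: 0% = median of test compound wells and 100% = no enzyme DMSO wells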
DAX1 inh-1 = DAX1 (NR0B1) inhibitors on StAR promoter, primary screen, cell-based, luminescence, SF-1 (NR5A1), full-length DAX-1; HEK293T StAR-luciferase reporter, SF-1/DAX-1 repression relief; inhibition, % at 6.8 µM; actives 1.1% (n = 370,000); AID 652010, 2013;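 active means inhibition above the mean over all tested compounds plus 3 SD, cut at about 3.6% in these data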;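 further: 0% = DAX-1 cells with DMSO and 100% = cells lacking DAX-1 with DMSO; higher inhibition means more luminescence from relief of DAX-1 repression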
NR1D1 modulator = modulators of Rev-erb alpha DNA binding, primary screen, biochemical, FITC-DNA, fluorescence polarization, uHTS; Nuclear receptor subfamily 1 group D member 1 (Homo sapiens), P20393; Rev-erbα–FITC-DNA binding, 90 min; activity, % at 10 µM; actives 0.79% (n = 370,000); AID 1259318, 2017;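 active means activity above about 14%, limit read from the data; passing the limit was not always enough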;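 further: 0% = DMSO wells with 35 nM protein and 100% = DMSO wells with 750 nM protein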
PG9 binder = binders of HIV-1 gp120 antibody PG9, primary screen, biochemical, TR-FRET. inhibition, % at 6.7 µM. TR-FRET gp120-PG9 antibody binding. actives 0.43% (n = 360,000). HIV-1 gp120 / PG9 antibody interaction. AID 624416, 2012; in the data active means inhibition above about 8.5%
FXN GAA850 act = FXN promoter activators, primary screen, cell-based, luciferase luminescence, HEK293 lucGAA850; HEK293 lucGAA850 FXN promoter luciferase reporter, 24 h; percent of 10 µM SAHA response; activation, % at 6 µM; actives 0.56% (n = 360,000);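 active means activation above the average of all compounds screened plus 3 SD, cutoff fixed separately per campaign, cut at about 7.5% in these data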;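 further: 0% = DMSO wells and 100% = 10 µM SAHA wells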
ssDAF-12 act = S. stercoralis DAF-12 nuclear receptor activators, primary screen, cell-based, luminescence, HEK293, GRIP1 co-expression, lit1-tk-luc; actives 1% (n = 370,000); Nuclear hormone receptor DAF-12 (Strongyloides stercoralis); activation, % at 6.8 µM; HEK293 ssDAF-12/GRIP1 lit1-tk-luc reporter; % of 3 µM dafachronic acid response;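 active means activation above the mean over all tested compounds plus 3 SD, cut at about 0.9% in these data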;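 further: 0% = DMSO-only wells and 100% = 3 µM delta7-dafachronic acid wells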
DAX1 inh-2 = DAX1 (NR0B1) inhibitors, primary screen, cell-based, HEK293, Gal4-DAX1, luciferase luminescence; actives 0.99% (n = 340,000); inhibition, % at 6.75 µM; Nuclear receptor subfamily 0 group B member 1 (Homo sapiens), P51843; HEK293 Gal4-DAX1 luciferase reporter; AID 504766, 2011;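 active means inhibition above the mean over all tested compounds plus 3 SD, cut at about 4.2% in these data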;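 further: 0% = DAX1-transfected cells with DMSO and 100% = empty-vector control cells with DMSO; inhibition shows as a rise in luminescence from relieved DAX1 repression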
hcDAF12 agonist = H. contortus DAF-12 nuclear receptor activators, primary screen, cell-based, luminescence, HEK293, lit1-tk-luc reporter. HEK293 hcDAF-12 lit1-tk-luc reporter; 0% DMSO, 100% Δ7-dafachronic acid. activation, % at 6.8 µM. actives 1.4% (n = 370,000). AID 652067, 2013;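 active means activation above the mean of all tested compounds plus 3 SD, cut at about 5.5% in these data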;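 further: 100% = response to 3 µM Δ7-dafachronic acid high control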
* hit, by the source's call.

Screening Cn1cnc2ncnn2c1=S returned PLC-beta3 inh 1.7, SMARCA2 act -4.1, hgDAF-12 ag -1.8, sPLA2-III inh 12.2, DAX1 inh-1 0.3, NR1D1 modulator 2.7, PG9 binder 1.0, FXN GAA850 act 1.2, ssDAF-12 act -0.3, DAX1 inh-2 1.5 and hcDAF12 agonist -1.1.
Screening Cc1cccc(NC(=O)Cn2c(=O)n(CCC(=O)NC3CCCC3)c(=O)c3ccccc32)c1 returned PLC-beta3 inh 2.9, SMARCA2 act -2.4, hgDAF-12 ag -1.0, sPLA2-III inh -5.3, DAX1 inh-1 -0.7, NR1D1 modulator 7.7, PG9 binder -0.4, FXN GAA850 act 0.8, ssDAF-12 act -0.8, DAX1 inh-2 -0.1 and hcDAF12 agonist -0.8.
COC(=O)C1(C(=O)OC)C/C=C\CN(S(=O)(=O)c2ccccc2[N+](=O)[O-])CCC1 was read as PLC-beta3 inh 5.7, SMARCA2 act 1.4, hgDAF-12 ag 2.9, sPLA2-III inh -0.6, DAX1 inh-1 0.5, NR1D1 modulator -3.9, PG9 binder 0.3, ssDAF-12 act -0.6 and hcDAF12 agonist -1.3.
O=C(CCc1nc2ccccc2s1)OCc1ccccc1 was read as PLC-beta3 inh 10.8*, SMARCA2 act -1.5, hgDAF-12 ag 0.3, sPLA2-III inh -10.5, DAX1 inh-1 0.3, NR1D1 modulator 2.8, PG9 binder -2.3, FXN GAA850 act 1.0, ssDAF-12 act -1.3, DAX1 inh-2 -0.1 and hcDAF12 agonist -0.6.
For NC(=O)c1cc(Br)cc(C2CCCCC2)c1O the results were PLC-beta3 inh -100.2, SMARCA2 act 1.7, hgDAF-12 ag 0.4, sPLA2-III inh -5.8, DAX1 inh-1 0.0, NR1D1 modulator 9.2, PG9 binder -3.0, FXN GAA850 act 3.4, ssDAF-12 act -1.4, DAX1 inh-2 0.2 and hcDAF12 agonist -2.6.
Screening COc1ccc(NC(=O)CCS(=O)(=O)c2ccc3c(c2)CCN3C(C)=O)cc1 returned PLC-beta3 inh -7.6, SMARCA2 act -2.8, hgDAF-12 ag -0.1, sPLA2-III inh 10.4, DAX1 inh-1 0.0, NR1D1 modulator 3.5, PG9 binder -0.8, FXN GAA850 act 1.0, ssDAF-12 act -1.0, DAX1 inh-2 1.2 and hcDAF12 agonist -1.2.
For COc1ccc(NC2c3ncccc3C(=O)N2Cc2cccs2)cc1 (stereo not drawn) the results were PLC-beta3 inh 0.6, SMARCA2 act -2.7, hgDAF-12 ag 0.6, sPLA2-III inh 1.8, DAX1 inh-1 0.3, NR1D1 modulator -3.4, PG9 binder -0.1, FXN GAA850 act 5.4, ssDAF-12 act -0.9, DAX1 inh-2 -0.4 and hcDAF12 agonist -0.4.
For O=C(CN1CCCCC1)Nc1cccc([N+](=O)[O-])c1 the results were PLC-beta3 inh -1.8, SMARCA2 act -2.5, hgDAF-12 ag 3.1, sPLA2-III inh 8.6, DAX1 inh-1 0.5, NR1D1 modulator 4.2, PG9 binder -1.7, FXN GAA850 act 0.5, ssDAF-12 act -0.9, DAX1 inh-2 -0.6 and hcDAF12 agonist 0.2.
O=C(NC1(C(F)(F)F)NC(=O)N(Cc2ccco2)C1=O)c1cccnc1 (stereo not drawn) was read as PLC-beta3 inh -2.1, SMARCA2 act -0.6, hgDAF-12 ag 0.3, sPLA2-III inh 9.8, DAX1 inh-1 1.0, NR1D1 modulator 1.2, PG9 binder -0.8, FXN GAA850 act -0.5, ssDAF-12 act -0.8, DAX1 inh-2 0.5 and hcDAF12 agonist 0.2.
COc1ccccc1OCCC(=O)OCC(=O)c1c(N)n(C)c(=O)n(C)c1=O was read as PLC-beta3 inh -5.3, SMARCA2 act -1.5, hgDAF-12 ag 0.3, sPLA2-III inh 4.2, DAX1 inh-1 -0.4, NR1D1 modulator 1.0, PG9 binder 0.2, FXN GAA850 act 1.6, ssDAF-12 act -0.9, DAX1 inh-2 0.6 and hcDAF12 agonist -0.5.
Screening COc1ccc(C(C(=O)Nc2c(C)cccc2C)N2CCN(c3ccc(C)cc3)CC2)cc1 (stereo not drawn) returned PLC-beta3 inh 1.4, SMARCA2 act 4.0, hgDAF-12 ag 0.0, sPLA2-III inh 1.6, DAX1 inh-1 1.3, NR1D1 modulator 2.9, PG9 binder -0.7, ssDAF-12 act -1.1 and hcDAF12 agonist 1.9.
Screening CCN(CC(=O)Nc1ccc(N2CCOCC2)cc1)CC(=O)NC(C)(C)C returned PLC-beta3 inh -0.7, SMARCA2 act -5.0, hgDAF-12 ag -0.6, sPLA2-III inh 9.9, DAX1 inh-1 -0.6, NR1D1 modulator 0.1, PG9 binder -0.6, FXN GAA850 act 2.0, ssDAF-12 act -1.4, DAX1 inh-2 0.5 and hcDAF12 agonist -2.3.
`COc1ccc(/C=N/NC(=O)CCc2c(C)n[nH]c2C)cc1OC` gave PLC-beta3 inh 0.3, SMARCA2 act -3.2, hgDAF-12 ag -0.9, sPLA2-III inh 1.4, DAX1 inh-1 -0.7, NR1D1 modulator 3.4, PG9 binder -1.1, FXN GAA850 act 1.4, ssDAF-12 act -0.9, DAX1 inh-2 -0.1 and hcDAF12 agonist 0.7.
Cc1ccc(NC(=O)CN(C)C(=O)COC(=O)CNS(=O)(=O)c2ccc(Br)cc2Cl)cc1 was read as PLC-beta3 inh -8.0, SMARCA2 act -1.2, hgDAF-12 ag 0.7, sPLA2-III inh -20.1, DAX1 inh-1 -0.6, NR1D1 modulator 6.0, PG9 binder 0.7, FXN GAA850 act 0.2, ssDAF-12 act 0.9, DAX1 inh-2 0.4 and hcDAF12 agonist 0.1.
COc1ccc(S(=O)(=O)N2CCOCC2)cc1NC(=O)c1ccc(OCC(C)C)c(OC)c1 was read as PLC-beta3 inh -6.5, SMARCA2 act -2.1, hgDAF-12 ag -2.4, sPLA2-III inh -1.7, DAX1 inh-1 0.3, NR1D1 modulator -6.8, PG9 binder 0.4, FXN GAA850 act 0.7, ssDAF-12 act -1.1, DAX1 inh-2 -0.1 and hcDAF12 agonist -1.7.
O=C(Cc1ccc(F)cc1)OCN1C(=O)c2ccccc2C1=O was read as PLC-beta3 inh -6.7, SMARCA2 act -0.5, hgDAF-12 ag 3.7, sPLA2-III inh -1.1, DAX1 inh-1 0.8, NR1D1 modulator -4.9, PG9 binder -1.4, FXN GAA850 act -0.8, ssDAF-12 act -1.3, DAX1 inh-2 0.2 and hcDAF12 agonist -1.2.
Screening C=CCOc1ccc(C2C(C(=O)c3ccco3)=C(O)C(=O)N2c2nnc(C)s2)cc1 (stereo not drawn) returned PLC-beta3 inh -77.8, SMARCA2 act 1.8, hgDAF-12 ag 3.5, sPLA2-III inh -14.6, DAX1 inh-1 0.0, NR1D1 modulator 6.2, PG9 binder -0.3, FXN GAA850 act 2.9, ssDAF-12 act -1.7, DAX1 inh-2 0.7 and hcDAF12 agonist 0.6.
For CCOc1ccc(C(CCc2ccccc2)NC(=O)c2ccc(OC)c(OC)c2)cc1OCC (stereo not drawn) the results were PLC-beta3 inh 2.6, SMARCA2 act -1.3, hgDAF-12 ag 0.0, sPLA2-III inh -3.0, DAX1 inh-1 -0.3, NR1D1 modulator -4.0, PG9 binder 1.5, FXN GAA850 act -1.1, ssDAF-12 act -1.1, DAX1 inh-2 -0.4 and hcDAF12 agonist -2.0.
Screening CS/C(N)=N/N=C/c1cc(Br)cc(Br)c1O returned PLC-beta3 inh inactive, SMARCA2 act -1.4, hgDAF-12 ag 4.5, sPLA2-III inh 38.0*, DAX1 inh-1 0.6, NR1D1 modulator -1.0, PG9 binder -3.9, FXN GAA850 act 2.5, ssDAF-12 act -1.3, DAX1 inh-2 -1.5 and hcDAF12 agonist 0.1.
Screening O=C(C1CCCN(S(=O)(=O)c2ccccc2)C1)N1CCCCCC1 (stereo not drawn) returned PLC-beta3 inh 4.6, SMARCA2 act -2.9, hgDAF-12 ag -0.9, sPLA2-III inh 2.1, DAX1 inh-1 0.1, NR1D1 modulator -5.5, PG9 binder 0.8, FXN GAA850 act 0.8, ssDAF-12 act -1.7, DAX1 inh-2 -1.2 and hcDAF12 agonist -2.9.
For COc1ccc(N(CC(=O)Nc2ccc3c(c2)OCO3)S(=O)(=O)c2ccc(F)cc2)cc1 the results were PLC-beta3 inh -0.5, SMARCA2 act -1.2, hgDAF-12 ag 2.8, sPLA2-III inh -6.7, DAX1 inh-1 0.7, NR1D1 modulator 2.8, PG9 binder -2.0, FXN GAA850 act 1.3, ssDAF-12 act -0.4, DAX1 inh-2 -0.4 and hcDAF12 agonist 0.6.
`CCN(CC)c1ccc(C(=C2C=CC(=[N+](CC)CC)C=C2)c2ccc(S(=O)(=O)O)cc2S(=O)(=O)[O-])cc1` gave PLC-beta3 inh -4.2, SMARCA2 act -3.9, hgDAF-12 ag -5.6, sPLA2-III inh -3.8, DAX1 inh-1 -1.6, NR1D1 modulator -12.5, PG9 binder -75.2, FXN GAA850 act -1.2, ssDAF-12 act -2.0, DAX1 inh-2 -1.7 and hcDAF12 agonist -3.3.
`O=C(c1ccco1)N1CCN(C(=O)N2CCCC2)CC1` gave PLC-beta3 inh -5.6, SMARCA2 act -0.9, hgDAF-12 ag -0.5, sPLA2-III inh 2.7, DAX1 inh-1 0.4, NR1D1 modulator -3.8, PG9 binder -0.8, FXN GAA850 act 3.2, ssDAF-12 act -1.7, DAX1 inh-2 -0.1 and hcDAF12 agonist -1.3.
For O=C(Nc1ccc(Cl)cc1)OCc1cn(-c2ccccc2)nn1 the results were PLC-beta3 inh -1.5, SMARCA2 act -2.6, hgDAF-12 ag 2.6, sPLA2-III inh 2.9, DAX1 inh-1 -0.7, NR1D1 modulator 4.2, PG9 binder -2.4, FXN GAA850 act 0.3, ssDAF-12 act -0.8, DAX1 inh-2 0.7 and hcDAF12 agonist -2.2.
`CN1CCN(CC(=O)Nc2ccc(OCc3ccccc3)cc2)CC1` gave PLC-beta3 inh -1.2, SMARCA2 act 0.3, hgDAF-12 ag 7.2, sPLA2-III inh -4.4, DAX1 inh-1 0.4, NR1D1 modulator -0.6, PG9 binder 1.2, ssDAF-12 act -0.7 and hcDAF12 agonist 1.6.
CC(=NNC(=S)N1CC2CCC(CC2)C1)c1ccccn1 was read as PLC-beta3 inh -3.3, SMARCA2 act -3.7, hgDAF-12 ag 3.1, sPLA2-III inh 15.7, DAX1 inh-1 -3.4, NR1D1 modulator 2.7, PG9 binder -0.6, FXN GAA850 act -6.7, ssDAF-12 act -1.1, DAX1 inh-2 -3.3 and hcDAF12 agonist 0.5.

Screens (PubChem BioAssay)
